Screens as filed in PubChem.
ARNT TACC3 PPI: disruptors of human ARNT/TACC3 interaction. Q9Y6A5. AlphaScreen His-ARNT PAS-B/GST-TACC3 binding, luminescence; TACC3 fragment carries E629A point mutation. inhibition, % at 9.99 µM. 390,000 compounds, 0.66% hits;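 active = mean inhibition of replicates at least 50% and at least half of replicates each reaching 50%; inconclusive = half or more replicates reach 50% but mean below 50%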;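 note: 0% = complete ARNT plus TACC3 wells and 100% = ARNT alone without TACC3; many hits fall short of the cut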
GSIS activator: GLuc luminescence reporter in INS-1E cells, primary screen for activators of glucose-dependent secretion of insulin; INS-1E GLuc reporter insulin secretion, 2-3 h; activation, % at 16.6 µM; 370,000 compounds, 0.61% hits; AID 743287;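 active = lowest replicate activation of at least 40%, so every replicate reaches that level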;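 note: 0% = median of neutral control wells and 100% = median of IBMX positive control wells; some compounds called inactive have numbers as strong as hits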
ERp5 block: inhibitors of human ERp5 | Q15084 | ERp5 insulin aggregation, absorbance 650 nm, 90 min | inhibition, % at 9.99 µM | 350,000 compounds, 0.05% hits | AID 651711;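 active = mean replicate inhibition above about 25%, with every replicate also reaching it, limit read from the data, passing the limit was not always enough; inconclusive = only one of those two criteria met; inactive = neither criterion met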
Target sequence (Q15084 whole entry, looked up): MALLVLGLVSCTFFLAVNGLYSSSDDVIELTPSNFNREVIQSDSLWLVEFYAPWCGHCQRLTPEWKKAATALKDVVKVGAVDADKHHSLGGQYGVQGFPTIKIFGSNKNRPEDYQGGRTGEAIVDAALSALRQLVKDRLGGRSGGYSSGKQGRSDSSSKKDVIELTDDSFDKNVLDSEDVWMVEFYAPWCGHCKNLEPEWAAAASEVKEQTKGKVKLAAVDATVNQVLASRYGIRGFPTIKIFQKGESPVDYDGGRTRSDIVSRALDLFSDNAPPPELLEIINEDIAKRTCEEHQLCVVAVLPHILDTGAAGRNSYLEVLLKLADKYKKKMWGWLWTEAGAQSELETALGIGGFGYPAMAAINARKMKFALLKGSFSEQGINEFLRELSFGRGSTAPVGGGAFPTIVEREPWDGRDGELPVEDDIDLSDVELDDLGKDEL
DENV2 CPE rescue: protects cells from dengue virus 2 cytopathic effect; 350,000 compounds, 1.7% hits; CPE inhibition, % at 9.99 µM; DENV2-infected cells, cytopathic effect rescue, plate reader; AID 651640; in the data active = CPE inhibition above about 20%, passing the limit was not always enough; inconclusive = no clear call, values can overlap the other calls; tested in BHK-21 cells;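 note: 0% = median of neutral control wells and 100% = median of positive control wells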
CFTR F508del cor: CFTR F508del correction in bronchial cells. CFBE cells, YFP halide quenching; stimulated with forskolin plus potentiator P3; % fluorescence drop versus neutral controls. activity (quench increase), % at 7.58 µM. 350,000 compounds, 0.36% hits. AID 720511;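 active = mean added fluorescence quench of at least 8% versus neutral control, with both replicates also reaching 8%; inconclusive = only one of the mean or replicate conditions met; inactive = mean below 8% and not both replicates reaching 8%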;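 note: cells transiently co-express mutant CFTR-F508del with the halide-sensitive YFP; corrector assay measuring rescue of mutant channel to the surface after 24 h compound exposure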
PAX8 reporter: PAX8 transcriptional activity inhibition | RMG-I TPO-luciferase reporter, SteadyGlo, 24 h | AID 652154 | 360,000 compounds, 1.2% hits | inhibition, % at 12.6 µM;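 active = mean replicate inhibition at least 60% with every replicate also reaching 60%; inconclusive = only one of the two criteria is met; inactive = mean below 60% and not all replicates reaching 60%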;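 note: luciferase light reporting Pax8 driven TPO promoter activity; plate controls were median of neutral control wells for no effect and mitoxantrone controls for full effect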
Xi reactivation: X-chromosome reactivation activator. XiGFP mouse fibroblasts, % GFP-positive cells imaging, 3 d; cells co-treated with 5-aza-dC sensitizer; scaled so ellipticine positive control = 100%. activation, % at 7.58 µM. AID 743238. 360,000 compounds, 0.055% hits;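 active = mean normalized replicate activation at least 10% and every replicate at or above 10%; inconclusive = only one of the two criteria met; inactive = mean below 10% and not all replicates reach 10%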;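 note: 0% = median of on-plate neutral control wells and 100% = ellipticine 6 µM median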
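System: XiGFP fibroblasts, SV40-immortalized. Medium: DMEM plus 5-aza-dC sensitizer. Doses: single point. Timing: 3 d treatment, 15 min room-temperature fixation. Control set: ellipticine 6 µM.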
EWS-Fli inh: EWS/Fli transcriptional activity inhibition; AID 651661; 350,000 compounds, 0.67% hits; A673 NR0B1-luciferase reporter, viability-normalised; inhibition, % at 12.6 µM;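 active = mean inhibition of at least 50% after viability correction, with every replicate also passing that limit; inconclusive = mean reaches 50% but only one of two replicates passes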;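 note: firefly luciferase signal divided by Alamar Blue viability fluorescence both relative to DMSO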
* = called active by the depositor; ? = inconclusive; . = not tested or not shown.

1. CCOC(=O)Cn1c(-c2cccnc2)nc(-c2ccccc2)c1-c1ccccc1
2. Cc1cccc(N2Cc3ccc(Br)cc3C2)c1
3. COc1ccccc1-c1ccc2c(c1)O[C@H](CN(C)C(=O)Nc1ccccc1)[C@H](C)CN([C@H](C)CO)S2(=O)=O
4. CCCN1CCCC[C@H]1C(=O)Nc1c(C)cccc1C
5. COc1ccc(CN2CCNC(=O)C2CC(=O)NC2CCCC2)c(C)c1C (configuration not stated)
6. C[C@@H]1CN([C@H](C)CO)C(=O)c2cc(NC(=O)CCC(F)(F)F)ccc2O[C@@H](C)CCCCO[C@@H]1CN(C)C(=O)C1CCCCC1
7. O=C(NN=C1C2CC3CC(C2)CC1C3)c1ccccc1O
8. C[C@@H]1CN([C@@H](C)CO)C(=O)c2cc(/C=C/c3ccccc3)cnc2O[C@H]1CN(C)S(=O)(=O)c1ccccc1F

screen / no.,1,2,3,4,5,6,7,8
ARNT TACC3 PPI,7,5,1,23,1,-5,13,-3
GSIS activator,-4,2,-12,6,-12,-2,-20,-16
ERp5 block,-2,-3,0,4,2,-4,2,-4
DENV2 CPE rescue,-6,-5,-1,7,6,88*,4,6
CFTR F508del cor,0.1,-1.7,-2.3,-1.2,0.2,2.6,-0.8,-0.7
PAX8 reporter,-4,-71,3,-8,-3,.,-27,11
Xi reactivation,0.1,-0.1,-0.3,0.2,0.0,-0.1,0.0,0.0
EWS-Fli inh,-2,-83,10,-17,.,3,-12,-6

9. Cc1ccc(/C=C/C(=O)Nc2cccc(S(=O)(=O)N3CCOCC3)c2)o1
10. CCc1ccc(NC(=O)CCc2nc3ccccc3[nH]2)cc1
11. COc1cccc(/C=N/Nc2ncccc2[N+](=O)[O-])c1OC
12. Cn1c(SCC(=O)N2CC(=O)Nc3ccccc32)nnc1C(F)(F)F
13. COc1ccc(CNC(=O)c2cc3cccc(O)c3oc2=N)cc1
14. C[C@@H]1CN([C@H](C)CO)C(=O)c2ccccc2-c2ccccc2CO[C@H]1CN(C)C(=O)[C@H](C)c1ccccc1
15. CCOc1cc(C(=O)OC(C(=O)NC(=O)NC)c2ccccc2)ccc1OCC(=O)N1CCOCC1 (configuration not stated)
16. C[C@H](CO)N1C[C@H](C)[C@H](CN(C)Cc2ccccc2F)Oc2ncc(-c3ccccc3F)cc2C1=O

screen / no.,9,10,11,12,13,14,15,16
ARNT TACC3 PPI,5,3,-26,-1,-4,1,-2,-8
GSIS activator,-27,7,.,20,10,-6,.,-14
ERp5 block,-4,-1,3,1,-12,0,-4,1
DENV2 CPE rescue,4,1,-2,1,-5,10,?,-5
CFTR F508del cor,-1.8,-1.6,0.8,0.9,0.9,2.8,-3.6,-1.0
PAX8 reporter,31,14,35,-14,-15,-16,-13,12
Xi reactivation,0.0,0.4,0.3,0.0,0.1,-0.5,0.1,0.0
EWS-Fli inh,-9,9,66*,-2,.,5,-7,6

17. C[C@H]1CN([C@@H](C)CO)C(=O)c2ccccc2-c2ccccc2CO[C@H]1CN(C)S(=O)(=O)c1ccc(C(F)(F)F)cc1
18. CCOc1ccccc1NC(=O)Cn1nc(-c2ccco2)ccc1=O
19. Cc1ccccc1OCCC(=O)Nc1ccc(F)c(Cl)c1
20. CC=Cc1ccc2n(c1=O)C[C@H]1[C@H](CO)[C@@H](C(=O)N(C)C)N(CCC(F)(F)F)[C@@H]21 (mixture of isomers)
21. COCCn1c(SCC(=O)NCC2CCCO2)nc2c(c1=O)SC(C)C2 (configuration not stated)
22. C[C@H](CO)N1C[C@H](C)[C@@H](CN(C)Cc2ccc(C(=O)O)cc2)OCCCC[C@H](C)Oc2ccc(NC(=O)Nc3ccc4c(c3)OCO4)cc2C1=O
23. Cc1cnccc1CN(C)Cc1cn(C)nc1-c1ccc(Oc2ccccc2)cc1
24. O=C(CCOc1ccccc1)NNC(=O)c1ccccc1

screen / no.,17,18,19,20,21,22,23,24
ARNT TACC3 PPI,-14,4,-5,2,-5,-12,-1,-15
GSIS activator,-7,10,-70,11,.,-8,-10,-5
ERp5 block,2,4,2,-2,-3,0,4,13
DENV2 CPE rescue,-9,-1,5,-3,-3,4,-2,6
CFTR F508del cor,-1.4,1.0,.,.,0.9,2.1,3.1,-3.1
PAX8 reporter,102*,9,-11,.,5,0,3,-1
Xi reactivation,-0.1,0.2,0.2,0.0,0.1,-0.6,0.0,0.0
EWS-Fli inh,10,0,-12,-5,8,-6,13,2

25. COc1ccc(C(=O)C2CCCN(Cc3ccc(NC(C)=O)cc3)C2)cc1OC (configuration not stated)
26. COc1ccccc1C#Cc1ccc2c(c1)[C@@H]1[C@@H](CCN1C(=O)Cc1ccccc1)[C@@H](CO)N2
27. COCC(C)NC(=O)CSc1nnc(-c2cccc(S(=O)(=O)N3CCCCC3)c2)o1 (configuration not stated)
28. Cc1cccc(NC(=O)c2ccc(COc3cccc4ccccc34)o2)n1
29. CN1CCN(CCc2nc3cc(NC(=O)COc4ccc([N+](=O)[O-])cc4)ccc3n2C)CC1
30. O=C(c1cc(-c2ccc(Cl)cc2)on1)N1CCCCCC1
31. C[C@@H]1CN([C@H](C)CO)C(=O)c2cc(NS(C)(=O)=O)ccc2O[C@@H](C)CCCCO[C@@H]1CN(C)Cc1ccc2c(c1)OCO2
32. Cn1c(=O)c2c(nc(NCCNC(=O)c3ccco3)n2Cc2ccc(F)cc2)n(C)c1=O

screen / no.,25,26,27,28,29,30,31,32
ARNT TACC3 PPI,-1,-2,24,-6,-4,0,-7,1
GSIS activator,-6,-7,-7,-6,-5,0,-6,16
ERp5 block,1,-2,2,2,-8,-3,1,0
DENV2 CPE rescue,-4,-7,-4,-2,-8,2,-2,18
CFTR F508del cor,2.9,-2.2,-3.3,1.9,1.5,-2.8,-2.9,-1.0
PAX8 reporter,6,0,13,28,-10,-223,5,-9
Xi reactivation,0.2,0.0,-0.1,0.0,0.1,0.1,0.3,0.0
EWS-Fli inh,-2,12,1,-5,.,-100,1,1

Structures listed above marked active in DENV2 CPE rescue.
entry	Compound	ARNT TACC3 PPI	GSIS activator	ERp5 block	DENV2 CPE rescue	CFTR F508del cor
6	C[C@@H]1CN([C@H](C)CO)C(=O)c2cc(NC(=O)CCC(F)(F)F)ccc2O[C@@H](C)CCCCO[C@@H]1CN(C)C(=O)C1CCCCC1	-5	-2	-4	88*	2.6

Following part.
33. COc1cc(NC(=O)COC(=O)CNC(=O)c2ccc(C)cc2)c(C)cc1[N+](=O)[O-]
34. O=C(NCCC1=CCCCC1)C1CCN(S(=O)(=O)c2cccc3cccnc23)CC1
35. N#CCC(=O)Nc1ccc(C(=O)OCC(=O)NNC(=O)c2ccc(Cl)cc2)cc1
36. C#CCNC(=O)C[C@@H]1C[C@@]2(C(=O)OC)CCCCC=C2N(CCC2=CCCCC2)C1=O
37. COc1ccc(C(=O)NN/C=C/C(=O)c2ccc(Br)cc2)cc1
38. CCOC(=O)C1(C)CCN1C(=O)c1cccc(OC)c1 (configuration not stated)
39. CCC(=O)Nc1sc(C(=O)Nc2ccccc2OC)c(C)c1C(=O)OC
40. COc1ccc(NS(=O)(=O)c2ccc(N3CCOCC3)c(NC(=O)c3ccccc3Cl)c2)cc1

screen / no.,33,34,35,36,37,38,39,40
ARNT TACC3 PPI,.,-10,-6,.,.,.,-1,-11
GSIS activator,-9,-21,-3,-8,-8,-3,9,.
ERp5 block,4,-3,1,-10,-3,-4,4,3
DENV2 CPE rescue,2,-7,?,?,18,42*,5,-29
CFTR F508del cor,0.9,0.1,3.3,1.9,-1.5,-3.4,-0.5,2.0
PAX8 reporter,15,-12,-8,-11,.,-2,-9,-4
Xi reactivation,0.0,0.1,0.2,0.0,0.3,-0.1,0.2,-0.1
EWS-Fli inh,-3,-16,-1,1,6,0,-26,19

Pulled by structure from above:
36. C#CCNC(=O)C[C@@H]1C[C@@]2(C(=O)OC)CCCCC=C2N(CCC2=CCCCC2)C1=O
40. COc1ccc(NS(=O)(=O)c2ccc(N3CCOCC3)c(NC(=O)c3ccccc3Cl)c2)cc1
35. N#CCC(=O)Nc1ccc(C(=O)OCC(=O)NNC(=O)c2ccc(Cl)cc2)cc1
37. COc1ccc(C(=O)NN/C=C/C(=O)c2ccc(Br)cc2)cc1

screen / no.,36,40,35,37
ARNT TACC3 PPI,.,-11,-6,.
GSIS activator,-8,.,-3,-8
ERp5 block,-10,3,1,-3
DENV2 CPE rescue,?,-29,?,18
CFTR F508del cor,1.9,2.0,3.3,-1.5
PAX8 reporter,-11,-4,-8,.
Xi reactivation,0.0,-0.1,0.2,0.3
EWS-Fli inh,1,19,-1,6

The list continues.
41. Cc1cc(NC(=O)COC(=O)C2CC(=O)N(c3ccc(C)c(Cl)c3)C2)no1 (configuration not stated)
42. CCN1CCN(c2ccc(S(=O)(=O)N3CCCCC3)cc2NC(=O)CCNC(C)=O)CC1
43. CN(Cc1ccccc1)S(=O)(=O)c1ccc(Cl)c(C(=O)NCc2ccncc2)c1
44. CCN(CC(=O)Nc1c(F)cccc1F)C(=O)CCCc1cccs1
45. O=C(COc1ccc(Cl)cc1Br)OCC(=O)c1ccc[nH]1
46. Cc1noc(C)c1S(=O)(=O)N(C)C[C@@H]1OCCCC[C@H](C)Oc2ccc(NC(=O)C3CCCCC3)cc2C(=O)N([C@@H](C)CO)C[C@@H]1C
47. CN1CCN(C(=O)C[C@@H]2CC[C@@H]3[C@H](COC[C@H](O)CN3C(=O)Nc3ccc(Cl)cc3)O2)CC1
48. CCOC(=O)c1oc2nc(CC(C)C)c3c(c2c1N)CCCC3

screen / no.,41,42,43,44,45,46,47,48
ARNT TACC3 PPI,-4,0,-6,41,-2,-2,2,8
GSIS activator,14,0,-25,11,.,-18,-1,19
ERp5 block,-3,-5,3,-4,-2,-6,-7,1
DENV2 CPE rescue,-3,-10,-5,?,0,-3,-6,3
CFTR F508del cor,0.0,-1.8,-0.4,4.9,1.1,3.0,3.9,-0.4
PAX8 reporter,-3,-2,-5,15,-3,32,-73,36
Xi reactivation,0.0,0.2,0.0,-0.1,0.3,-0.9,0.4,0.0
EWS-Fli inh,0,-4,5,1,-16,4,-86,7

49. CCOc1ccc(CCNC(=O)COC(=O)COc2ccc(C(=O)CC)cc2)cc1OCC
50. C=CCNC(=S)NNC(=O)c1ccc(=O)n(Cc2ccccc2)c1
51. Cc1ccc(NC(=S)c2ccc3ccccc3n2)c(C)c1
52. COc1ccccc1N1CCN(S(=O)(=O)c2c(C)[nH]c(C)c2C(=O)N2CCCC2)CC1
53. COc1cc(OC)cc(C(=O)NNC(=S)NC(=O)c2cccnc2)c1

screen / no.,49,50,51,52,53
ARNT TACC3 PPI,-2,2,8,29,8
GSIS activator,21,0,57*,-1,13
ERp5 block,14,-3,-3,0,1
DENV2 CPE rescue,-16,2,0,-3,-1
CFTR F508del cor,2.5,-1.4,1.6,-0.6,-0.3
PAX8 reporter,-33,1,-50,2,-4
Xi reactivation,0.1,0.1,0.2,0.0,0.0
EWS-Fli inh,-6,26,-55,1,.
